SENP8 block-1: SENP8 protease inhibition; Q96LD8; purified SENP8, Z-RLRGG-aminoluciferin cleavage, luminescence; inhibition, % at 10 µM; 1.2% of 330,000 active; AID 2540; in the data active = inhibition above about 50%
Target sequence (Q96LD8 whole entry, looked up): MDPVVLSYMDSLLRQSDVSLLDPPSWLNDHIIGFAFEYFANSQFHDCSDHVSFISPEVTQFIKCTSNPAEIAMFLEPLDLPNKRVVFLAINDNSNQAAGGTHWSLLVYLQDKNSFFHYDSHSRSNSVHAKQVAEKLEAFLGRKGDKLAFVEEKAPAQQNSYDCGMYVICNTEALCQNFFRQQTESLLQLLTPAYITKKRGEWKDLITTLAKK
SENP7 block: inhibitors of human SENP7 protease. recombinant SENP7, Z-RLRGG-aminoluciferin luminescence, 40 min. 1.5% of 330,000 active. inhibition, % at 5 µM;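 active = inhibition above about 50% at the single test dose, limit read from the data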;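 note: plate controls were DMSO with enzyme for no effect and no enzyme buffer wells for full effect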
Target sequence (Q9BQF6 706-1050 limits assumed): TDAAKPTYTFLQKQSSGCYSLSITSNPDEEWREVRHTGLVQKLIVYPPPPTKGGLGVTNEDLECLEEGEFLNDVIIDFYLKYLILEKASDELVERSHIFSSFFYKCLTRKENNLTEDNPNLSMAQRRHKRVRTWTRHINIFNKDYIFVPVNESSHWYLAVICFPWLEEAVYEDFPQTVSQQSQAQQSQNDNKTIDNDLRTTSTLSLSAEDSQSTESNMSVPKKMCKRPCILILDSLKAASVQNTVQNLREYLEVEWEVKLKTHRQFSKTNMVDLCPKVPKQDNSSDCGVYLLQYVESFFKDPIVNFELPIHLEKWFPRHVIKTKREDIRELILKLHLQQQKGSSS
UBC13 inh: human UBC13 polyubiquitination inhibition. 0.47% of 330,000 active. UBC13 polyubiquitin chain formation, TR-FRET. P61088. inhibition, % at 20 µM; in the data active = inhibition above about 45%, passing the limit was not always enough
Target sequence (P61088 whole entry, looked up): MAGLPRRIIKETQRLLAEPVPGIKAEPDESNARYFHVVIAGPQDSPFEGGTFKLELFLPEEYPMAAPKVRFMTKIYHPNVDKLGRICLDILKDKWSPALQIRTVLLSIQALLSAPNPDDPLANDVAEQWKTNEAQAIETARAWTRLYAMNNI
SENP6 inh: blocks the human protease SENP6 | AID 2599 | 1.8% of 330,000 active | Recombinant SENP6 catalytic domain, aminoluciferin luminescence | inhibition, % at 10 µM | Q9GZR1;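 active = inhibition above about 50% at the single tested dose, limit read from the data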;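 note: plate controls were DMSO wells with enzyme for no effect and DMSO wells lacking enzyme for full effect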
SENP8 block-2: SENP8 (human) protease inhibition | Q96LD8 | recombinant SENP8, Nedd8 substrate fluorescence | inhibition, % at 20 µM | 0.64% of 360,000 active | AID 602440; in the data active = inhibition mostly above about 40%, no sharp cut-off; inactive = mostly below about 27%
APOBEC3G inh: APOBEC3G (human) deaminase inhibition; Q9HC16; recombinant A3G, ssDNA deamination FAM/TAMRA fluorescence; inhibition, % at 20 µM; 0.28% of 330,000 active;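 active = inhibition of at least 40% at 20 µM, with no more than 30% in the related APOBEC3A deaminase screen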;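 note: plate controls were DMSO wells with A3G for no effect and wells lacking A3G enzyme for full effect; some compounds called inactive have numbers as strong as hits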
SENP1 inh: SENP1 (human) catalytic domain inhibition; 0.21% of 360,000 active; recombinant SENP1 catalytic domain, CyPet-SUMO1-YPet FRET cleavage; inhibition, % at 10 µM;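 active = inhibition at least 30% at 10 µM, raw YFP signal under a set limit, fluorescence ratio 0.5 to 1.5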;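 note: 0% = enzyme with DMSO and 100% = no enzyme wells; some results filed as inactive read as strong as hits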
Target sequence (Q9P0U3 419-644 limits assumed): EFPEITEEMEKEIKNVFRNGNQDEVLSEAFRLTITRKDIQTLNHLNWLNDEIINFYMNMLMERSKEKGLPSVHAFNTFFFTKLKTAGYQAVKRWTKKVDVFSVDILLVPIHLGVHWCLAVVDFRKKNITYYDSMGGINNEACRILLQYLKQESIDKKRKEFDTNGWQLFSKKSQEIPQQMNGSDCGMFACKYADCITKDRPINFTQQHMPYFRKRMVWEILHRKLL
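Test system: hSENP1 catalytic domain, recombinant; Amount: 20 pM final SENP1 enzyme; Medium: Tris pH 8 buffer plus EDTA, NaCl, BME, BSA, NP40, catalase; Schedule: 50 min enzyme reaction, room temperature, light-protected; Technique: FRET fluorescence in CFP and YFP emission channels; Controls: no-enzyme wells low, DMSO-plus-enzyme wells high control.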
Apaf1 inhib: human Apaf-1 inhibition; inhibition, % at 20 µM; reconstituted apoptosome caspase-3 activity, DEVD-Rh110 fluorescence; 0.71% of 330,000 active; active = inhibition of at least 40% at 20 µM;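 note: plate controls were DMSO wells for no effect and DEVD-CHO caspase inhibitor wells for full effect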
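Medium: Hepes buffer, pH 7.5 / System: biochemical Apaf-1 apoptosome reconstitution / Measured by: Rh110 fluorescence, excitation 480 nm, emission 540 nm / Times: compound with Apaf-1, dATP, procaspase-3 30 min, then 50 min reaction, room temperature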
An asterisk follows results filed as active; · = not tested or not shown.

Start of the data: the first 11 compounds as a preview:
#1 COc1cc(NC(=O)Cc2ccc(Cl)cc2)ccc1NC(=O)c1ccco1
#2 CCOC(=O)[C@@H]1[C@H]2COc3ccccc3[C@@H]2N2C(=O)N(c3ccccc3)C(=O)[C@]12C
#3 Cc1ccc(N(C(C)C(=O)Nc2cccc(N(C)S(C)(=O)=O)c2)S(C)(=O)=O)cc1 (stereo unspecified)
#4 Cc1ccc(S(=O)(=O)N2CCN(C(=O)C3CCCCC3)CC2)cc1
#5 Cc1cc(Nc2ccccc2)c2c([N+](=O)[O-])c(C)cc(C)c2n1
#6 Cc1ccc(/C=N/OC(=O)c2nn(C)cc2Cl)cc1
#7 Cc1nn(-c2ccccc2)c2c1C(c1ccccc1)C(C#N)=C(N)O2 (stereo unspecified)
#8 COc1ccc(C(=O)Nc2nc(N)n(-c3ccccc3)n2)cc1OC
#9 CCOC(=O)c1c(C)[nH]c(C(=O)COC(=O)c2oc3ccc(OC)cc3c2C)c1C
#10 NC(=O)C1CCN(c2nnnn2-c2ccccc2)CC1
assay / entry	1	2	3	4	5	6	7	8	9	10
SENP8 block-1	-6	-17	0	-2	-6	50*	4	-3	-1	-15
SENP7 block	-5	13	-1	-2	-4	66*	52*	-2	-11	-9
UBC13 inh	14	-11	0	-6	4	3	-31	2	0	-7
SENP6 inh	7	-15	-7	1	-22	66*	46	-13	-14	-15
SENP8 block-2	5	-46	17	27	27	8	2	6	-150	20
APOBEC3G inh	-3	-1	-6	6	-7	-9	-8	-2	-6	2
SENP1 inh	-5	0	0	-2	-3	-1	0	1	0	1
Apaf1 inhib	6	-7	5	7	16	-3	97*	12	6	7

#11 COc1ccccc1CNC(=O)C(=O)NCC(c1ccco1)N1CCOCC1 (stereo unspecified)
assay / entry	11
SENP8 block-1	3
SENP7 block	9
UBC13 inh	-2
SENP6 inh	6
SENP8 block-2	32
APOBEC3G inh	-3
SENP1 inh	1
Apaf1 inhib	-8

All compounds of this part, previewed entries included:
#1 COc1cc(NC(=O)Cc2ccc(Cl)cc2)ccc1NC(=O)c1ccco1
#2 CCOC(=O)[C@@H]1[C@H]2COc3ccccc3[C@@H]2N2C(=O)N(c3ccccc3)C(=O)[C@]12C
#3 Cc1ccc(N(C(C)C(=O)Nc2cccc(N(C)S(C)(=O)=O)c2)S(C)(=O)=O)cc1 (stereo unspecified)
#4 Cc1ccc(S(=O)(=O)N2CCN(C(=O)C3CCCCC3)CC2)cc1
#5 Cc1cc(Nc2ccccc2)c2c([N+](=O)[O-])c(C)cc(C)c2n1
#6 Cc1ccc(/C=N/OC(=O)c2nn(C)cc2Cl)cc1
#7 Cc1nn(-c2ccccc2)c2c1C(c1ccccc1)C(C#N)=C(N)O2 (stereo unspecified)
#8 COc1ccc(C(=O)Nc2nc(N)n(-c3ccccc3)n2)cc1OC
assay / entry	1	2	3	4	5	6	7	8
SENP8 block-1	-6	-17	0	-2	-6	50*	4	-3
SENP7 block	-5	13	-1	-2	-4	66*	52*	-2
UBC13 inh	14	-11	0	-6	4	3	-31	2
SENP6 inh	7	-15	-7	1	-22	66*	46	-13
SENP8 block-2	5	-46	17	27	27	8	2	6
APOBEC3G inh	-3	-1	-6	6	-7	-9	-8	-2
SENP1 inh	-5	0	0	-2	-3	-1	0	1
Apaf1 inhib	6	-7	5	7	16	-3	97*	12

#9 CCOC(=O)c1c(C)[nH]c(C(=O)COC(=O)c2oc3ccc(OC)cc3c2C)c1C
#10 NC(=O)C1CCN(c2nnnn2-c2ccccc2)CC1
#11 COc1ccccc1CNC(=O)C(=O)NCC(c1ccco1)N1CCOCC1 (stereo unspecified)
#12 O=C(CNC(=O)c1ccc(Br)o1)OCC(=O)c1cccc([N+](=O)[O-])c1
#13 COc1ccccc1NC(=O)CN(c1ccc(C)cc1)S(=O)(=O)c1c(C)n[nH]c1C
#14 CC(/C=N/NC(=O)c1nnn(-c2nonc2N)c1C)=C\c1ccccc1
#15 NC(=O)C1CC(=O)N(c2ccc(OCc3ccc(F)cc3)cc2)C1 (stereo unspecified)
#16 CCCCC(=O)Nc1ccc(C(=O)Nc2cccnc2)cc1
assay / entry	9	10	11	12	13	14	15	16
SENP8 block-1	-1	-15	3	-2	-2	7	1	0
SENP7 block	-11	-9	9	6	-9	-2	3	8
UBC13 inh	0	-7	-2	0	5	0	4	-17
SENP6 inh	-14	-15	6	-2	-17	34	-5	-4
SENP8 block-2	-150	20	32	10	6	-303	18	14
APOBEC3G inh	-6	2	-3	-1	-7	0	-9	2
SENP1 inh	0	1	1	1	-2	0	0	1
Apaf1 inhib	6	7	-8	1	16	-4	-7	8

#17 Cc1cccc(NC(=O)CSCC(=O)N(C)CC(=O)Nc2cccc(F)c2)c1
#18 O=C(Nc1cccc(-c2cnc3ccccc3n2)c1)c1cccc(NC(=O)c2ccco2)c1
#19 CCOC(=O)c1sc(C)c2c(=O)n(Cc3ccc(Cl)cc3)cnc12
#20 COc1ccc(C(=O)NNC(=S)NC(=O)c2cccs2)cc1
#21 N#Cc1cccc2cccc(S(=O)(=O)N3CCOCC3)c12
#22 CCOC(=O)COc1nc2c(c(-c3ccco3)c1C#N)CCc1ccccc1-2
#23 Cc1ccc(C)c(NC(=S)N2CCN(Cc3ccccc3)CC2)c1
#24 COc1ccccc1N1CCN(C(=O)C(=O)c2cn(CC(=O)N3CCCC3)c3ccccc23)CC1
assay / entry	17	18	19	20	21	22	23	24
SENP8 block-1	-3	7	-1	-7	-4	2	-6	7
SENP7 block	1	5	2	-1	1	-4	1	0
UBC13 inh	11	-6	5	-3	2	8	-2	-3
SENP6 inh	2	3	0	-23	-25	0	8	-12
SENP8 block-2	18	-56	-240	13	5	-413	17	-9
APOBEC3G inh	-3	1	-7	-8	3	-4	-5	1
SENP1 inh	1	3	-1	1	2	0	0	-5
Apaf1 inhib	10	16	0	11	-3	-5	-7	12

#25 Cc1cc(-c2ccccc2)nc(N/N=C/c2ccc([N+](=O)[O-])cc2)n1
#26 Cc1cc(S(=O)(=O)NCc2ccccc2)ccc1OCC(=O)N1CCOCC1
#27 Cc1ccccc1C(=O)N1CCN(c2ncnc3c2cnn3-c2ccccc2)CC1
#28 Cn1c(CSCc2ccccc2)nnc1SCC(=O)Nc1nccs1
#29 Cc1ccc(NC(=S)N2CCC(NC(=O)c3ccccc3)CC2)cc1
#30 CCC[N+](CC#Cc1ccccc1)(CCC)CC(=O)OCC
#31 O=C1OC2CCC1(c1ccccc1)C2 (stereo unspecified)
#32 COCCCNc1nc2ccccc2nc1NS(=O)(=O)c1ccccc1
assay / entry	25	26	27	28	29	30	31	32
SENP8 block-1	-15	1	9	0	4	-3	-6	-8
SENP7 block	-15	-1	2	10	1	-2	3	-8
UBC13 inh	-7	1	-3	0	1	-5	-6	-3
SENP6 inh	-5	-2	-1	7	-1	-7	-12	-22
SENP8 block-2	3	-3	13	20	14	9	28	-376
APOBEC3G inh	-6	-6	-6	2	-15	-4	7	-5
SENP1 inh	-5	0	2	1	2	0	-1	-25
Apaf1 inhib	20	-4	20	7	2	-9	3	7

#33 COc1ccc2nc(C)c(C(N)=O)cc2c1
#34 O=C(NCCCN1CCOCC1)c1nn2c(C(F)(F)F)cc(-c3ccco3)nc2c1Cl
#35 COc1ccc(/C=N/NC(=O)c2nnn(-c3nonc3N)c2-c2cccc(OC)c2)cc1
#36 COc1cc(C(=O)NCCCN2CCCC2=O)ccc1OCc1ccc(Cl)cc1Cl
#37 COc1cc(OC)cc(-c2nc3nc(C)c(CCC(=O)O)c(C)n3n2)c1
#38 CN1CCN(c2ncnc3c2c(-c2ccccc2)cn3-c2ccc(F)cc2)CC1
#39 O=C(COC(=O)c1ccccc1NCc1ccco1)Nc1ccc2c(c1)OCO2
#40 CCOC(=O)/C(N=Nc1sc(C(=O)OCC)c(C)c1C(=O)OCC)=C(\C)O
assay / entry	33	34	35	36	37	38	39	40
SENP8 block-1	9	0	-15	-11	27	-6	0	8
SENP7 block	-2	-7	3	0	-6	-7	1	-2
UBC13 inh	14	-8	17	10	4	1	8	6
SENP6 inh	10	-14	-4	-5	31	-17	-6	11
SENP8 block-2	-118	-2	-89	13	5	-1	-460	·
APOBEC3G inh	-1	-9	-7	-9	-2	-6	-5	2
SENP1 inh	-1	1	1	-1	-1	2	0	·
Apaf1 inhib	-1	3	11	20	-4	10	-10	2

#41 CCCOc1cccc(C(=O)O)c1
#42 COc1cc(Cl)c(C)cc1NC(=O)CSCC#N
#43 Cc1c(Cl)c([N+](=O)[O-])nn1CC(=O)NC12CC3CC(CC(C3)C1)C2
#44 O=C(NCCNc1ccc([N+](=O)[O-])cc1C(F)(F)F)c1ccc(F)cc1
#45 Cn1c(=O)oc2cc(S(=O)(=O)N3CCN(c4cccc(Cl)c4)CC3)ccc21
#46 CSCC[C@H](NC(=O)OC(C)(C)C)C(=O)N1CCC(C(=O)N[C@@H](Cc2c[nH]c3ccccc23)C(=O)O)CC1
#47 Cc1cc(NC(=O)Cn2cnc3sc(C)c(C)c3c2=O)no1
#48 CC1CC(C)CN(C(=O)c2nn(C)c3c2CS(=O)(=O)c2ccccc2-3)C1 (stereo unspecified)
assay / entry	41	42	43	44	45	46	47	48
SENP8 block-1	-2	-7	-7	-6	3	9	0	-18
SENP7 block	-5	8	-25	-3	-2	2	13	-18
UBC13 inh	-10	1	-2	3	5	-2	1	-2
SENP6 inh	-21	3	-6	-9	0	5	9	-2
SENP8 block-2	3	13	20	11	6	18	8	12
APOBEC3G inh	-9	-2	5	-6	-7	-4	9	-5
SENP1 inh	1	1	2	1	19	2	0	4
Apaf1 inhib	8	10	8	-9	-6	2	-1	18

#49 COc1ccc(-c2nnn(CCc3nn[nH]n3)n2)cc1OC
#50 CCC1(c2ccc(OC)cc2)NC(=O)N(CC(=O)NC2CCCCC2C)C1=O (stereo unspecified)
#51 COc1ccc(C(CNC(=O)c2cncc(Br)c2)N(C)C)cc1 (stereo unspecified)
#52 NC(=O)COc1ccc2cc(-c3ccc(F)cc3)c(=O)oc2c1
#53 COc1cc([N+](=O)[O-])ccc1NC(=O)NCc1cccnc1
#54 O=C(N/N=C/c1cccc2ccccc12)c1cc(C2CC2)[nH]n1
#55 O=C(NCC1CCCO1)c1cccc(S(=O)(=O)Nc2cccc(C(F)(F)F)c2)c1 (stereo unspecified)
#56 CN(C)S(=O)(=O)c1ccc(N2CCCC2)c(C(=O)OCC(=O)N2CCN(c3ccccc3)CC2)c1
assay / entry	49	50	51	52	53	54	55	56
SENP8 block-1	-7	-1	-2	3	5	-4	-8	-2
SENP7 block	-7	-7	-1	36	7	-3	1	-6
UBC13 inh	-4	-1	2	5	-6	-8	4	-2
SENP6 inh	-18	4	-9	42	7	5	-1	-4
SENP8 block-2	10	3	3	-340	14	9	19	-1
APOBEC3G inh	-6	-11	-3	21	-6	0	-4	-1
SENP1 inh	-10	1	3	-131	1	0	1	-1
Apaf1 inhib	-4	-5	-7	-6	3	12	-2	16

#57 C=CCn1c(=O)c2ccccc2n2c(SCc3nc(N)nc(Nc4ccccc4C)n3)nnc12
#58 CCc1ccccc1NC(=O)Nc1ccc(F)cc1F
#59 COc1cc(OC)cc(C(=O)NNC(=O)c2cc3c(s2)CCCC3)c1
#60 CC(=O)Nc1ccc(S(=O)(=O)NCC(=O)OC(C)c2ccccc2Cl)cc1 (stereo unspecified)
#61 CCOC(=O)C1CCCCN1Cc1ccc(F)c(Br)c1 (stereo unspecified)
#62 Cc1ccc(Nc2cc(-c3ccccc3)nc3ncnn23)cc1
#63 COc1cc2c(cc1OC)C(/C=C/c1ccco1)=NCC2
assay / entry	57	58	59	60	61	62	63
SENP8 block-1	11	-4	-3	-1	-6	-11	3
SENP7 block	-3	6	2	12	-14	12	3
UBC13 inh	-3	5	4	2	-26	0	-11
SENP6 inh	5	-5	-49	12	-17	-16	11
SENP8 block-2	7	6	7	15	25	-33	-202
APOBEC3G inh	-3	-1	-9	4	-4	-8	-15
SENP1 inh	-3	2	1	3	3	0	-44
Apaf1 inhib	-9	-4	12	-16	15	1	10

Bioassay records (PubChem)
